TbMetRS inhib – Trypanosoma brucei MetRS inhibition. purified T. brucei MetRS, ATP depletion, Kinase-Glo luminescence. inhibition, % at 11.9 µM. 0.4% of 360,000 active;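 active = inhibition above a per-plate cutoff of the control wells' mean inhibition plus 3 SD, cut at about 5.5% in these data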;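 also: 0% = DMSO wells median and 100% = median of wells with control inhibitor compound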
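assay system = parasite MetRS enzyme | timing = 15 min preincubation, 2 h reaction, all 25 °C | evaluation = percent inhibition relative to median high and low control wells | medium = HEPES buffer containing pyrophosphatase, BSA, spermine, DTT | compound = single dose, 11.9 µM final nominal, 0.9% final DMSO | detection = Kinase-Glo luminescence, ATP depletion format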
SKN-1 inh – inhibitors of C. elegans SKN-1; C. elegans VP596 Pgst-4::GFP/RFP ratio, acrylamide-induced, 24 h; inhibition, % at 21.8 µM; 0.49% of 360,000 active;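 active = interference check ratio from 0.5 to 1.5 plus GFP to RFP signal ratio inhibition reaching or exceeding a fixed threshold, cut at about 30% in these data, passing the limit was not always enough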; also: some compounds called inactive have numbers as strong as hits
DNMT1 block – DNMT1 (human) enzyme inhibition. P26358. 0.83% of 360,000 active. DNMT1 molecular beacon, Hinp1I cleavage, fluorescence. inhibition (reported as % activation of signal), % at 10 µM. AID 588458; in the data active = inhibition above about 50%
Neddyl block – cullin neddylation inhibition | P61081+Q13564 | TR-FRET cullin neddylation, biochemical | calls only at 25 µM | 0.58% of 360,000 active | AID 651699; in the data active = inhibition above about 36%
LMPTP block – blocks human LMPTP phosphatase; 0.22% of 360,000 active; P24666; AID 651560; inhibition, % at 20 µM; recombinant LMPTP-A, OMFP fluorogenic substrate, fluorescence intensity;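 active = compounds that cut the enzyme signal by at least half of the control window in the single-dose screen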;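 also: plate controls were DMSO wells with enzyme plus substrate for no effect and substrate without enzyme for full effect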
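Test system – LMPTP-A enzyme · Amount – LMPTP-A at 0.625 nM final in the reaction · Buffer or medium – Bis-Tris pH 6.0, DTT, detergent · Reagent – OMFP 400 µM · Doses – single 20 µM dose · Schedule – reaction 50 min, room temperature, dark · Detection – fluorescence intensity of OMFP turnover product · Evaluation – percent inhibition versus substrate-only and uninhibited controls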
Scp-1 inhibitor – blocks human Scp-1 phosphatase activity. inhibition, % at 20 µM. Q9GZU7. AID 493091. Recombinant Scp1, phosphopeptide, malachite green phosphate absorbance. 0.88% of 340,000 active;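 active = inhibition above about 50% at 20 µM, limit read from the data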;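 also: plate controls were DMSO wells with enzyme for no effect and wells lacking enzyme for full effect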
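Test system: SCP-1 phosphatase catalytic domain, residues 76-261 | Compound dosing: One concentration, 20 µM, with 1.0% DMSO | Schedule: 45 min room-temperature reaction, 5 min colour, 30 min stabiliser | Detection: Absorbance at 630 nm | Read-out basis: % inhibition of SCP-1 phosphate liberation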
SUMO1 PPI mod – modulators of human SUMO1-mediated protein-protein interactions; 0.33% of 360,000 active; SUMO1 binding to a labelled peptide, TR-FRET, 1 h; AID 602429; P63165; inhibition, % at 20 µM; in the data active = inhibition above about 37%
Target sequence (P63165 whole entry, looked up): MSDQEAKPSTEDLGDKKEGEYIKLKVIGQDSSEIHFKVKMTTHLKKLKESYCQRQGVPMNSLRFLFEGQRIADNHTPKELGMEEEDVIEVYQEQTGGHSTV
NadD block – inhibitors of Staphylococcus aureus NadD; inhibition, % at 20 µM; 0.78% of 360,000 active; purified NadD enzyme, colorimetric absorbance read-out; in the data active = inhibition above about 26%; also: some compounds past the cut are filed as inactive
STEP block – STEP (human) phosphatase inhibition | recombinant STEP, OMFP fluorogenic substrate, fluorescence | inhibition, % at 20 µM | 0.25% of 360,000 active | AID 588621;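 active = inhibition at 20 µM, scaled per plate between control wells, above about 37%, limit read from the data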;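 also: 0% = DMSO with enzyme and substrate and 100% = substrate only without enzyme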
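Material: STEP (striatal-enriched tyrosine phosphatase) enzyme, cell-free; Compound dosing: 20 µM single dose in 1% DMSO; Technique: fluorescence read at 480 nm ex / 540 nm em; Times: reaction 20 min, ambient temperature; Medium: 50 mM Bis-Tris pH 6.0 with 2.5 mM DTT and 0.005% Tween 20; Also added: OMFP at 25 µM.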
CendR NRP1 mod – modulators of CendR peptide binding to human neuropilin-1; AID 602438; FAM-RPARPAR peptide binding to NRP-1, fluorescence polarization; O14786; inhibition, % at 25 µM; 0.85% of 360,000 active;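 active = inhibition or corrected inhibition above about 18%, plus a signal ratio from 0.5 to 1.5, limit read from the data, passing the limit was not always enough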; also: strong numbers were not always called active
Target sequence (O14786 whole entry, looked up): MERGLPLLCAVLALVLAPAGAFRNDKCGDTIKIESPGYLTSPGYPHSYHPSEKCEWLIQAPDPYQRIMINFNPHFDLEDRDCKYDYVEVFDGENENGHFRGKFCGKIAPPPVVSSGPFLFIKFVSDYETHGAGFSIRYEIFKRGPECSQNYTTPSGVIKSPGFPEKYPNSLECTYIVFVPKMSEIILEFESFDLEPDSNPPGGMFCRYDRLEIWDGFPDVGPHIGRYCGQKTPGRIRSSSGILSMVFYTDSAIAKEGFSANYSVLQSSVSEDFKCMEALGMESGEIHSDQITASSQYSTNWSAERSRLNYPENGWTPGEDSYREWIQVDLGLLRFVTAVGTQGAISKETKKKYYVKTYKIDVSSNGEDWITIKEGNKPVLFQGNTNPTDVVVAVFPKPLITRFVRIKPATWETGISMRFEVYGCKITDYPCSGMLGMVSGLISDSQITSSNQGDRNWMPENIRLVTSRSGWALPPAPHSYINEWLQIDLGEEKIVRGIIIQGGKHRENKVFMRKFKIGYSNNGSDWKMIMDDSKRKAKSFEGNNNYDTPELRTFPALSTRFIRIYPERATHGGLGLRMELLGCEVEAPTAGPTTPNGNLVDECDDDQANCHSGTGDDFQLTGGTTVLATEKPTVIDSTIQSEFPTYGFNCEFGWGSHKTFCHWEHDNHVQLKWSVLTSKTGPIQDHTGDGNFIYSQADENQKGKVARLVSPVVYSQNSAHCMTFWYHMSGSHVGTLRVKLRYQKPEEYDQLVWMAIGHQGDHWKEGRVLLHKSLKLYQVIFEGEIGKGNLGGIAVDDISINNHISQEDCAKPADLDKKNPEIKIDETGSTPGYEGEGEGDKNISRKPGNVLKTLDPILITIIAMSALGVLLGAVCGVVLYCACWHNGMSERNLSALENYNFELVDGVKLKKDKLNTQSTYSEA
Active calls of the source: *; i = inactive; x = not tested or not shown.

Under each structure: TbMetRS inhib | SKN-1 inh | DNMT1 block | Neddyl block | LMPTP block | Scp-1 inhibitor | SUMO1 PPI mod | NadD block | STEP block | CendR NRP1 mod
> O=C(/C=C/Nc1cccc(O)c1)c1ccccc1
  0.2 | 5 | -10 | i | 2.0 | 7 | -17 | -5 | -2 | -35
> O=C(c1cccs1)N1CCC(Cc2ccccc2)CC1
  0.0 | -19 | 1 | i | 0.2 | -2 | 1 | -8 | 4 | -2
> CN(C)C(=O)COC(=O)c1ccccc1Sc1ccccc1C#N
  -0.1 | -6 | 2 | i | -1.9 | -5 | 3 | -1 | 1 | 2
> COc1ccccc1N1C(=O)c2cccc3c(N(C)CCO)ccc(c23)C1=O
  0.3 | -4 | 2 | i | 0.4 | -2 | -49 | -2 | -14 | 133
> COc1cc(OC)cc(C(=O)NCCc2ccc(OC)c(OC)c2)c1
  -0.4 | 8 | 2 | i | -1.1 | 1 | -5 | 0 | -1 | -1
> COCCn1c(SCC(=O)Nc2ccc3c(c2)OCCO3)nnc1-c1c[nH]c2ccccc12
  1.2 | -19 | -2 | i | -0.5 | 45 | 1 | -2 | -2 | -7
> Cc1cc(C(=O)Nc2ccccc2)c2ccccc2n1
  -0.5 | 21 | 1 | i | -1.1 | -4 | -1 | 0 | -2 | -3
> O=C(CCCCn1c(=S)[nH]c2ccsc2c1=O)NCc1ccco1
  -0.8 | 4 | 0 | i | 5.4 | -2 | 8 | -5 | 2 | -20
> C=CCNc1nc(C(=O)OCC)nc2ccccc12
  -1.0 | -6 | -9 | i | 0.9 | -3 | -4 | -4 | -5 | 3
> COc1cc(C2NCC(c3ccc(Cl)cc3Cl)c3c2[nH]c2ccccc32)cc(OC)c1OC (stereo unspecified)
  0.5 | 13 | -25 | i | 6.2 | 8 | 1 | 23 | -2 | 5
> COc1cc(C(=O)NC(=S)NNC(=O)c2cnccn2)cc(OC)c1OC
  0.0 | 17 | 4 | i | -0.8 | -5 | 5 | -4 | 2 | 1
> S=C(Nc1ccccc1)N1N=CCC1c1ccccc1 (stereo unspecified)
  -0.5 | 10 | 0 | i | -0.3 | -11 | 0 | -3 | 12 | -4
> COc1cccc(-c2nc(SCC(=O)Nc3nc(-c4ccccc4)c(C)s3)[nH]c(=O)c2C#N)c1
  -0.6 | 11 | -26 | i | 3.8 | 7 | 13 | 26 | -1 | -37
> Cc1ccc(NC2CCCN(C(=O)CCCN3CCCCC3=O)C2)cc1C (stereo unspecified)
  0.0 | 8 | -2 | i | 1.4 | -5 | -3 | 3 | 0 | 13
> Cc1c(CCO)c(=O)n(-c2ccccc2)n1S(=O)(=O)c1ccc([N+](=O)[O-])cc1
  0.1 | -7 | -2 | i | -0.8 | -7 | -10 | 0 | -1 | -3
> COc1cc(C(=O)OCC(=O)Nc2ccc(C)cc2)cc(OC)c1OC
  -0.2 | -5 | -4 | i | 0.0 | -12 | -5 | 1 | -3 | -8
> CC(=O)N1c2ccc(S(=O)(=O)N3CCC(C(=O)NCc4ccc(F)cc4)CC3)cc2CC1C (stereo unspecified)
  0.5 | 1 | 2 | i | -1.6 | -8 | 7 | 1 | -1 | -4
> COc1ccccc1N1CCN(c2nc3ccccc3nc2C(C#N)C(=O)OC(C)C)CC1 (stereo unspecified)
  -0.9 | -16 | -6 | i | 2.2 | -1 | -9 | 37* | 4 | -13
> CC(C)(C)OC(=O)N1CCC(NC(=O)c2[nH]cnc2C(=O)Nc2ccccc2F)CC1
  -0.2 | 11 | 15 | i | 0.5 | x | 4 | 5 | -2 | -5
> CCc1nn(-c2cc(Oc3ccccc3)nc(-c3ccccc3)n2)c(N)c1C#N
  0.3 | -8 | 13 | i | -0.3 | -1 | 1 | 16 | -3 | -4

An excerpt of these results, in CSV form.
molecule,TbMetRS inhib,SKN-1 inh,DNMT1 block,Neddyl block,LMPTP block,Scp-1 inhibitor,SUMO1 PPI mod,NadD block,STEP block,CendR NRP1 mod
COc1ccccc1N1C(=O)c2cccc3c(N(C)CCO)ccc(c23)C1=O,0.3,-4,2,i,0.4,-2,-49,-2,-14,133
COc1cc(OC)cc(C(=O)NCCc2ccc(OC)c(OC)c2)c1,-0.4,8,2,i,-1.1,1,-5,0,-1,-1

Fetched by structure from above, four records:
Under each structure: TbMetRS inhib | SKN-1 inh | DNMT1 block | Neddyl block | LMPTP block | Scp-1 inhibitor | SUMO1 PPI mod | NadD block | STEP block | CendR NRP1 mod
> COc1ccccc1N1C(=O)c2cccc3c(N(C)CCO)ccc(c23)C1=O
  0.3 | -4 | 2 | i | 0.4 | -2 | -49 | -2 | -14 | 133
> COc1cc(C(=O)OCC(=O)Nc2ccc(C)cc2)cc(OC)c1OC
  -0.2 | -5 | -4 | i | 0.0 | -12 | -5 | 1 | -3 | -8
> CC(C)(C)OC(=O)N1CCC(NC(=O)c2[nH]cnc2C(=O)Nc2ccccc2F)CC1
  -0.2 | 11 | 15 | i | 0.5 | x | 4 | 5 | -2 | -5
> C=CCNc1nc(C(=O)OCC)nc2ccccc12
  -1.0 | -6 | -9 | i | 0.9 | -3 | -4 | -4 | -5 | 3

Later entries
Under each structure: TbMetRS inhib | SKN-1 inh | DNMT1 block | Neddyl block | LMPTP block | Scp-1 inhibitor | SUMO1 PPI mod | NadD block | STEP block | CendR NRP1 mod
> Cc1nn(Cc2ccccc2)c(C)c1NC(=O)CSc1nc(-c2ccccc2)nc2c1cnn2-c1ccccc1
  0.0 | 7 | 28 | i | 0.7 | 9 | 1 | 12 | 3 | -17
> O=C(CN(Cc1ccccc1C(F)(F)F)C(=O)CNC(=O)c1ccco1)NC1CCCC1
  -0.5 | 9 | 2 | i | -0.5 | -4 | 0 | 1 | 3 | 6
> COc1ccc(COC(=O)C2=C(C)NC(=O)NC2c2ccccc2OC(C)C)cc1 (stereo unspecified)
  0.1 | 14 | 1 | i | 1.5 | -14 | 6 | -7 | 2 | -4
> CCN1C(=O)[C@H]2[C@H]3CN=C(SCc4ccc(C#N)cc4)N3[C@@](CC)(C(=O)OC)[C@H]2C1=O
  -0.3 | -5 | 8 | i | -3.0 | 4 | 4 | -1 | 1 | -1
> COc1cccc(NC(=O)CN(C)C(=O)CCN2C(=O)C3CC=CCC3C2=O)c1 (stereo unspecified)
  -0.6 | -8 | 0 | i | -0.7 | 4 | 2 | -6 | 2 | 3
> Cc1nc(Cc2ccccc2)sc1CC#N
  -0.1 | 12 | 2 | i | -4.2 | -8 | 2 | -1 | -1 | 0
> Cc1ccc(C)c(N(C)C(=O)COc2cc(=O)n(C)c3ccccc23)c1
  -0.4 | 6 | 1 | i | -0.3 | -7 | 1 | -3 | -2 | -22
> CCc1[nH]nc2c1C(Cc1ccccc1)C(C#N)=C(N)O2 (stereo unspecified)
  -0.5 | 25 | -7 | i | -1.3 | -25 | -4 | 2 | 0 | -20
> O=c1c2sccc2nc(SCc2cc(=O)n3cc(Cl)ccc3n2)n1Cc1ccccn1
  -0.9 | 0 | -1 | i | 0.9 | 1 | -16 | -4 | -1 | 4
> Cc1ccc([C@H]2C[C@@H](O)[C@H](n3cc(-c4ccc(F)cc4)nn3)CN2C(=O)C2CCCCC2)cc1
  -1.6 | 6 | -3 | i | 0.3 | x | -3 | 0 | -2 | -7
> Cc1cc(OCC(=O)OCC(=O)NCCN2C(=O)CSC2=O)ccc1Cl
  -0.3 | 10 | 1 | i | -1.3 | -8 | 8 | 2 | -1 | 0
> Cc1cccc(NC(=O)c2nc[nH]c2C(=O)N2CCN(C(=O)OC(C)(C)C)CC2)c1
  -0.3 | -4 | 2 | i | 0.1 | -1 | 3 | 6 | -3 | -2
> CC(=O)c1ccc(Sc2ccc(C(C)=O)cc2)cc1
  -0.3 | 5 | -3 | i | -0.6 | -5 | -5 | -6 | -1 | -7
> Cc1nn(CC(=O)N2CCOCC2)c(C)c1[N+](=O)[O-]
  -0.8 | 2 | 1 | i | -1.8 | -2 | -4 | 0 | -1 | 21
> Cc1c(NC(=O)CSc2nnc(-c3ccco3)n2-c2ccccc2)c(=O)n(-c2ccccc2)n1C
  0.1 | 1 | 0 | i | 0.4 | -10 | 6 | -1 | -3 | 0
> CCc1ccc(Cn2nnc(C(=O)Nc3ccc(OC)cc3OC)c2N)cc1
  -0.6 | 6 | 7 | x | -0.7 | -8 | -3 | -7 | -4 | -1
> CC(=O)c1nnn(-c2ccc(F)cc2F)c1C
  -0.9 | 14 | 5 | i | -2.1 | -20 | -6 | -3 | -3 | 7
> Cc1csc(=O)n1CCC(=O)OCC(=O)NNC(=O)c1ccc(Br)cc1
  -0.3 | -3 | 4 | i | -0.5 | -8 | 2 | -4 | 0 | -2
> CC(=O)NC(C)C12CC3CC(CC(C(=O)O)(C3)C1)C2 (stereo unspecified)
  0.1 | -5 | -2 | i | -0.7 | 0 | 0 | -4 | 1 | 6
> O=C(NCC(=O)N(c1ccccc1)C(C(=O)NCC1CCCO1)c1ccccc1)c1cccs1 (stereo unspecified)
  -0.7 | -7 | -1 | i | -0.6 | -5 | 2 | 0 | 0 | 11
> C/C(=N\OCC(=O)OCC(=O)NC(=O)c1ccccc1)c1ccc2c(c1)OCO2
  0.0 | -3 | -2 | i | 0.8 | -8 | 3 | -5 | 0 | -5
> CCN1CCCC1CN(Cc1cc2ccc(C)cc2[nH]c1=O)C(=S)Nc1ccc(OC)cc1OC (stereo unspecified)
  -0.7 | -2 | -3 | i | 1.5 | 3 | -3 | 11 | 3 | 10
> Clc1ccc(Cn2cc(/C=N/n3cnnc3)c3ccccc32)c(Cl)c1
  -0.6 | -5 | -7 | i | 2.4 | 5 | 24 | 8 | -1 | 6
> COC(=O)c1cccc(-c2noc(-c3ccccc3F)n2)c1
  -0.3 | 2 | 2 | i | 1.9 | -6 | 2 | -4 | -2 | 1
> COc1cc(C(=O)OCCc2c(C)nc3nc[nH]n3c2=O)cc(OC)c1OC
  0.1 | 4 | 2 | i | 0.4 | -5 | 11 | 4 | -1 | 22
> Cc1ccc(NC(=O)CCN2CCN(CCO)CC2)cc1
  -1.5 | -1 | 2 | i | -4.8 | 0 | -1 | -4 | -2 | 0

Source: PubChem BioAssay (several laboratories)
